# Source: PubChem (several laboratories)
# Tb MetRS inh: T. brucei MetRS inhibitors, primary screen, biochemical, luminescence. purified T. brucei MetRS, ATP depletion, Kinase-Glo luminescence. inhibition, % at 11.9 µM. 360,000 compounds, 0.4% hits. AID 624268, 2012;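 active means inhibition above a per-plate cutoff of the control wells' mean inhibition plus 3 SD, cut at about 5.5% in these data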;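 further: 0% = DMSO wells median and 100% = median of wells with control inhibitor compound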
#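 technique = Kinase-Glo luminescence, ATP depletion format | system = purified MetRS (methionyl-tRNA synthetase) enzyme from Trypanosoma brucei | timing = 15 min preincubation, 2 h reaction, all 25 °C | evaluation = percent inhibition versus plate control medians | dosing = single dose, 11.9 µM final nominal, 0.9% final DMSO | also added = substrates ATP, L-methionine and bulk Escherichia coli tRNA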
# CSN inh: inhibitors of CSN-mediated cullin deneddylation, primary screen, biochemical, fluorescence polarization, uHTS | COP9 signalosome complex subunit 5 (Homo sapiens), Q92905 | Purified CSN, SCF-Nedd8-OG deneddylation | inhibition, % at 12.5 µM | 360,000 compounds, 0.38% hits;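 active means pattern-corrected inhibition above about 35%, with an unprinted fluorescence ratio check between 0.5 and 1.5, limit read from the data, passing the limit was not always enough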;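 further: 0% = enzyme with substrate and 100% = substrate without enzyme; some results filed as inactive read as strong as hits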
# Target sequence (Q92905 whole entry, looked up, one chain of several): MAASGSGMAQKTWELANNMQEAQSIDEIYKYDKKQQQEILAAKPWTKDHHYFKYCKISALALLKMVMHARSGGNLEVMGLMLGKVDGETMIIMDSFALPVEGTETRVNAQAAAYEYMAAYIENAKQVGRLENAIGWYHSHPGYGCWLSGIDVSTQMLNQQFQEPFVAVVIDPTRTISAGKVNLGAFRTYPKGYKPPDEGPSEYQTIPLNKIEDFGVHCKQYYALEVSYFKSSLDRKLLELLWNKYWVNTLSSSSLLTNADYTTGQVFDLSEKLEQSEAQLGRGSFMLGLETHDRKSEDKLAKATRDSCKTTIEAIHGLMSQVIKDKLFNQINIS
#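 Schedule: reaction 90 min, room temperature / Assay system: HEK293T-derived human Csn5 enzyme / Input: Csn5 at 0.24 nM final / Measure: inhibition of Csn5 cleavage, % / Control set: substrate-only high control, full reaction low control / Technique: fluorescence polarization of the substrate / Buffer or medium: Tris/NaCl/DTT buffer, pH 7.5 / Reagent: SCFSkp2-Nedd8OG substrate at 10 nM final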
# FAS-TE inh: FAS thioesterase domain inhibitors, primary screen, biochemical, fluorescence intensity, uHTS | Fatty acid synthase (Homo sapiens), P49327 | 360,000 compounds, 0.67% hits | inhibition, % at 15 µM | recombinant FAS-TE, OMFH fluorogenic substrate, fluorescence endpoint;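 active means compounds whose normalised, plate-corrected inhibition of enzyme fluorescence in the single-dose primary screen is 50% or more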;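 further: 0% = DMSO with enzyme and 100% = substrate without enzyme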
# PABP1 MLLE inh: inhibitors of PABP1 MLLE–PAM2 peptide binding, primary screen, biochemical, fluorescence polarization, FITC-PAM2, GST-MLLE. inhibition, % at 20 µM. 360,000 compounds, 0.36% hits. AID 588489, 2011; in the data active means inhibition above about 35%, passing the limit was not always enough;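 further: plate controls were DMSO wells with GST-MLLE for no effect and wells lacking GST-MLLE protein for full effect; some results filed as inactive read as strong as hits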
# Rin1-Abl PPI inh: inhibitors of Rin1-Abl protein binding, primary screen, biochemical, TR-FRET; Tyrosine-protein kinase ABL1 (Homo sapiens) + Ras and Rab interactor 1 (Homo sapiens), …; inhibition, % at 7.35 µM; 360,000 compounds, 0.4% hits; in the data active means inhibition above about 5%, passing the limit was not always enough
# E coli Lon inh: inhibitors of E. coli Lon protease, primary screen, biochemical, fluorescence polarization; inhibition, % at 7.94 µM; purified E. coli Lon protease; 360,000 compounds, 0.42% hits; in the data active means inhibition above about 13%, passing the limit was not always enough;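 further: 0% = enzyme with probe and DMSO and 100% = no enzyme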
# Target sequence (P0A9M0 whole entry, looked up): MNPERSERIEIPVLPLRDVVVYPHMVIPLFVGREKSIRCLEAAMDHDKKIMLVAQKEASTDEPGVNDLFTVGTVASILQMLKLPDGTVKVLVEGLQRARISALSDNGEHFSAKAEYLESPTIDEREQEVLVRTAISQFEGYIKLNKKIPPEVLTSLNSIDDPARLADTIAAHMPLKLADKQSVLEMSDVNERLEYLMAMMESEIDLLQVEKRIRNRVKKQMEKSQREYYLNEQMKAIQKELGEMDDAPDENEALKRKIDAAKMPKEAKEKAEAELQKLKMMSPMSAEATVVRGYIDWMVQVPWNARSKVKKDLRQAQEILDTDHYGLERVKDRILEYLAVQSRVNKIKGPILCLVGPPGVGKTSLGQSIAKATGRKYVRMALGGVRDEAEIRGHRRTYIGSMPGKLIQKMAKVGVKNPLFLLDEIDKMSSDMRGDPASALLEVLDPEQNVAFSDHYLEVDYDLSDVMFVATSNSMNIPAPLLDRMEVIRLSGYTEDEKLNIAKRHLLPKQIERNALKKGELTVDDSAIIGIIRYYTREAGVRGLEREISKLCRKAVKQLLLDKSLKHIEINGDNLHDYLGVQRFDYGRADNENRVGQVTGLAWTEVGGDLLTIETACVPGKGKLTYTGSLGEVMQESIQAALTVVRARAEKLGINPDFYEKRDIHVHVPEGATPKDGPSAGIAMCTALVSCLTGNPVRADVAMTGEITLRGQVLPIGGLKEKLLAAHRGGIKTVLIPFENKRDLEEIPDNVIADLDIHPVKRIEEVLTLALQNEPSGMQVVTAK
# bovine MsrA act: bovine MsrA enzyme activators, primary screen, biochemical, absorbance, HTS. Methionine sulfoxide reductase A (Bos taurus). purified bovine MsrA, absorbance read-out. activation, % at 10.6 µM. 360,000 compounds, 0.3% hits. AID 602163, 2012; in the data active means activation above about 7.5%;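 further: 0% = vehicle and 100% = reference activator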
# Neddyl block: inhibitors of cullin neddylation, primary screen, biochemical, TR-FRET, uHTS, NAE and Ubc12. NEDD8-conjugating enzyme Ubc12 (Homo sapiens) + NEDD8-activating enzyme E1 regulatory …. calls only at 25 µM. 360,000 compounds, 0.58% hits; in the data active means inhibition above about 36%
# MsrA inh: bovine MsrA enzyme inhibitors, primary screen, biochemical, absorbance, HTS; Methionine sulfoxide reductase A (Bos taurus); purified bovine MsrA, absorbance read-out; inhibition, % at 15.5 µM; 360,000 compounds, 0.75% hits; AID 651718, 2012; in the data active means inhibition above about 4.5%;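 further: 0% = vehicle wells with enzyme and 100% = reference inhibitor wells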
# Active calls of the source: *; i = inactive; x = no result given; + = active, no number.
# Values run as follows: Tb MetRS inh	CSN inh	FAS-TE inh	PABP1 MLLE inh	Rin1-Abl PPI inh	E coli Lon inh	bovine MsrA act	Neddyl block	MsrA inh
Clc1ccc2oc(-c3cccnc3NCc3ccccc3)nc2c1
    -0.6	-1	19	11	-6	3	-3	x	-0.3
O=C(Nc1cc(S(=O)(=O)N2CCCC2)ccc1OCC(F)(F)F)c1ccccc1F
    -0.7	-5	14	-5	1	-16	-4	i	-0.4
Cc1cc(-c2ccc(Cl)cc2Cl)c(C#N)c(=O)[nH]1
    0.8	4	-2	-5	-1	-2	-4	i	2.0
CN(C(=O)c1cccc(NC(=O)Cc2ccc(NC(=O)C3CCN(C(=O)C4CCCCC4)CC3)cc2)c1)C1CCC1
    0.8	3	-4	7	1	9	-1	i	-0.8
O=S(=O)(/N=C(/Nc1ccccc1)C(F)(F)F)c1ccccc1
    -0.4	-3	-6	-4	-3	-9	-3	i	1.8
COc1cc2c(cc1NC(=O)COC(=O)c1ccc(C(C)(C)C)cc1)oc1ccccc12
    -0.2	9	5	14	0	-2	-2	i	2.8
COc1ccc(N2C(=O)C3CCCN3C2=O)cc1 (stereo not drawn)
    0.0	3	-11	2	-3	2	4	i	1.2
CCOC(=O)C1=C(C)OC2(O)c3ccccc3C(=O)C12O (stereo not drawn)
    -0.4	4	4	35	22*	-1	-3	i	-0.7
O=C(CC(c1ccccc1O)N1CCCCC1)N1CCCCC1 (stereo not drawn)
    -1.2	1	-13	-3	2	-9	-7	i	1.2
CCCCCC(=O)c1c(C)[nH]c(C(=O)OCC)c1C
    -0.9	-6	12	-6	3	-10	0	i	-0.1
CC1=CC(=O)C(C(C)=Nc2ccccc2Cl)C(=O)O1 (stereo not drawn)
    0.0	0	-1	0	-1	0	-5	i	-0.3
CCN(CCCNC(=O)C1CCC(=O)N1C1CCCC1)c1cccc(C)c1 (stereo not drawn)
    -0.5	-4	-5	5	-1	-1	0	i	-0.2
COc1ccccc1CN1CC(C(=O)N(C)CCc2nc3ccc(F)cc3[nH]2)CCC1=O (stereo not drawn)
    0.1	-4	-4	1	1	0	0	i	-1.1
O=C1Nc2ccc(F)cc2C12Nc1ccccc1-c1nnc(SCc3ccccc3)nc1O2 (stereo not drawn)
    0.6	0	6	11	-4	-1	0	i	-0.2
O=C(Cc1ccc(Cl)cc1)Nc1cccc(S(=O)(=O)N2CCCCC2)c1
    0.1	-2	25	-1	-1	-20	0	i	0.3
CC(C)CN(C(=O)COc1cccc(-n2cnnn2)c1)C1CCS(=O)(=O)C1 (stereo not drawn)
    0.2	-3	-4	-5	0	-7	-2	i	-1.1
CN(C)c1ccc(/C=N/n2c(C3CCCCC3)n[nH]c2=S)cc1
    -1.7	2	11	-11	3	5	-12	i	3.8
COCc1cc(C)nc(N/N=C/c2ccc(Cl)c(Cl)c2)c1C#N
    -0.9	0	7	7	1	-1	-11	i	0.7
O=C(Nc1ccccc1N1CCCC1)c1cccnc1Cl
    -0.1	0	-1	11	0	-6	0	i	0.2
N#C/C(=C\c1ccc2c(c1)OCCO2)C(=O)NC1CCCCC1
    -0.3	-4	6	9	-2	9	-7	i	0.8
Cc1noc(C(=O)Nc2c(C)nn(Cc3ccccc3)c2C)c1Cl
    -0.2	4	-4	-1	0	-3	-2	i	-0.6
Cc1ccc(-c2nc3c(cnn3-c3ccccc3)c(=O)o2)cc1
    -1.1	-2	2	1	-1	2	-12	i	-1.0
Cc1onc(-c2c(F)cccc2Cl)c1C(=O)OCc1nnc(-c2ccccc2)o1
    -0.5	1	15	0	3	9	-3	i	0.1
CC(C)OC(=O)CSc1nnc(CNc2ccc(Cl)cc2)n1Cc1ccccc1
    -0.3	-2	12	-70	-2	-6	-1	i	-2.0
CC1CCN(CCCNC(=O)CN2C(=O)CSc3ccc(S(=O)(=O)N4CCCCC4)cc32)CC1
    0.8	-6	0	8	-2	-3	-2	i	-0.3
CCCC(=O)Nc1ccc(N2CCN(C(=O)c3ccccc3C)CC2)cc1
    -1.7	-4	0	6	-4	4	-1	i	0.3
COc1ccc(C(=O)C(/C=N/O)=N/Nc2ccc(F)cc2)cc1
    -0.7	-13	-145	-1	2	-9	-8	i	2.4
Cc1ccc(Oc2c(C)nc(-c3ccccc3)[nH]c2=O)cc1
    -0.1	1	-5	-14	-3	-2	-3	i	2.4
CC(=O)NCC(=O)OCC(=O)Nc1ccc(C(C)=O)cc1
    -0.7	-4	-8	8	-2	-4	-1	i	-0.1
CCCCNC(=O)NS(=O)(=O)c1ccc(C(=O)OC(C)C)o1
    0.0	1	-8	-6	-1	2	0	i	-0.8

# Part of the list above, comma-delimited.
mol,Tb MetRS inh,CSN inh,FAS-TE inh,PABP1 MLLE inh,Rin1-Abl PPI inh,E coli Lon inh,bovine MsrA act,Neddyl block,MsrA inh
Cc1ccc(Oc2c(C)nc(-c3ccccc3)[nH]c2=O)cc1,-0.1,1,-5,-14,-3,-2,-3,i,2.4
CC(=O)NCC(=O)OCC(=O)Nc1ccc(C(C)=O)cc1,-0.7,-4,-8,8,-2,-4,-1,i,-0.1
Cc1noc(C(=O)Nc2c(C)nn(Cc3ccccc3)c2C)c1Cl,-0.2,4,-4,-1,0,-3,-2,i,-0.6

# Carrying on.
# Values run as follows: Tb MetRS inh	CSN inh	FAS-TE inh	PABP1 MLLE inh	Rin1-Abl PPI inh	E coli Lon inh	bovine MsrA act	Neddyl block	MsrA inh
Cc1nc2cc(NCc3ccc(Cl)cc3)ccc2n1C
    -1.0	4	-2	6	0	-9	-1	i	-1.4
Cc1ccc(S(=O)(=O)NC(=NC2CCCCC2)c2ccc(F)cc2)cc1
    0.5	-2	1	14	3	1	-2	i	1.1
O=C(Nc1ccncc1)c1cncc(Br)c1
    0.0	0	-8	-12	-2	-4	-2	i	0.0
CCOC(=O)c1c(-c2ccc(OC)cc2)oc2ccc(OCC(N)=O)cc12
    -0.7	1	0	14	1	-16	-2	i	1.8
Cn1c(=O)c2c(nc(NCCc3ccccc3)n2Cc2ccccc2)n(C)c1=O
    -0.8	4	10	-4	-3	4	-2	i	-0.7
Cc1cccc(-c2cc(C(=O)Nc3ccc4c(c3)OCCO4)c3ccccc3n2)c1
    -0.6	-2	23	3	2	-8	-2	i	1.1
Cc1ccc(C)c(N2CCN(C(=O)CCC(=O)N3CCOc4ccc(Cl)cc43)CC2)c1
    -1.2	-6	29	2	1	4	-1	i	-0.7
O=C(CNC(=O)c1ccccc1)OC1CCCCC1
    -0.1	-1	-4	16	0	-1	0	i	0.5
CCCSc1nc(C)cc(C)c1S(C)(=O)=O
    -0.5	-6	4	-4	1	-10	-4	i	1.2
Cc1ccc(CS(=O)Cc2ccc(C(=O)NCC(C)c3ccccc3)o2)cc1 (stereo not drawn)
    -0.3	-7	-4	9	1	7	-3	i	-0.8
COc1cc(-c2c(C#N)c(=O)[nH]c3c2c(C)nn3-c2ccccc2)ccc1O
    0.4	0	-4	-5	4	-2	-4	i	2.0
Cc1ccccc1NC(=O)c1ccc(Nc2c([N+](=O)[O-])cc([N+](=O)[O-])c3ccccc23)cc1
    0.4	-2	44	-3	-5	7	-3	i	2.7
O=C(NCc1ccccc1)C1C(=O)Nc2ccccc2C(=O)N1Cc1ccccc1 (stereo not drawn)
    -0.6	-2	x	x	x	x	x	i	2.0
O=[N+]([O-])c1ccccc1S(=O)(=O)NC1CCCC1
    0.0	1	-2	15	0	-4	-3	i	0.6
c1ccc(Cn2nnc3c(N4CCc5ccccc5C4)ncnc32)cc1
    -0.4	-2	27	7	-3	9	-1	i	1.3
O=C(CSc1nnc(-c2ccccc2)n1-c1ccccc1)N1c2ccccc2Sc2ccccc21
    -0.7	1	-2	-30	-2	-8	-2	i	-0.1
CCN(CC)C(=O)c1nc[nH]c1C(=O)N1CCC(C)CC1
    0.1	-1	-6	-5	-1	-2	1	i	-0.5
O=c1c2cc(NC(=S)NCc3ccccn3)ccc2nc2n1CCCCC2
    -0.4	0	-8	-16	6	-3	-6	i	1.0
CCC(=O)Nc1ccc(S(=O)(=O)Nc2ncccn2)cc1
    -0.6	0	0	2	-1	5	2	i	-0.9
O=C1c2cnccc2CN1Cc1ccccc1
    0.3	3	-7	-3	4	-3	-3	i	0.3
COc1ccc(S(=O)(=O)N2CCCN(CC(=O)Nc3cc(NC(C)=O)ccc3OC)CC2)cc1
    -0.8	0	-3	12	2	0	-10	i	-0.6
O=C(NC1CCCCC1)c1ccc(S(=O)(=O)NCc2ccco2)cc1
    0.6	4	-6	4	-1	-1	-1	i	1.2
O=C(Oc1cccnc1)c1ccccc1[N+](=O)[O-]
    -0.1	0	3	0	-2	4	-2	i	0.7
CCOC(=O)Cc1nnc(NC(=O)CSc2nncn2C)s1
    -0.2	-6	-10	8	3	5	-1	i	0.4
CCC(CC)C(=O)NCc1ccc2c(c1)cc(C)n2C
    -0.8	3	-6	21	-6	10	1	i	3.3
CCOC(=O)c1cccc(Nc2ncnc3ccc(C)cc23)c1
    -1.8	-1	0	8	-1	1	-13	+	2.1
COc1ccc(CC(=O)NC(C)(C)C)cc1S(=O)(=O)N1CCOCC1
    -0.6	-2	-7	5	1	9	-2	i	-0.1
CC(C)c1ccccc1NC(=O)CSc1n[nH]c(=O)n1C1CC1
    -0.2	-3	-6	-10	2	-3	-1	i	-0.7
C/C(=N\NC(=O)CN1CCCCC1)c1cccc([N+](=O)[O-])c1
    -0.5	2	-2	32	-1	-3	-3	i	0.3
O=C(OCC(=O)N1CCC(Cc2ccccc2)CC1)c1cccnc1Cl
    -0.3	2	29	-6	2	-13	-10	i	-0.8
CC(C)NC(=O)NC(=O)COC(=O)c1ccc(S(=O)(=O)NCc2ccco2)cc1
    -0.5	2	-4	15	-2	1	-3	i	0.7
COc1ccc(N2CCN(C(=O)COC(=O)Cc3cccc(OC)c3)CC2)cc1
    -0.6	-3	-5	-10	-1	1	1	i	-0.1
COc1cccc(C2=CC(=O)C[C@H](c3ccc(F)cc3)C2)c1
    -0.3	-3	18	6	0	0	-2	i	0.6
CC(=O)N(c1ccc(C(C)C)cc1)C1C=CS(=O)(=O)C1 (stereo not drawn)
    0.3	0	-5	-1	2	-7	-3	i	0.9
CCCCC(=O)Nc1ccc2c(c1)nc1n2CCSC1
    -0.2	6	-8	11	2	-3	-3	i	0.0
c1cc(-c2cc3nc(NCC4CC4)ccn3n2)ccc1OCCN1CCOCC1
    0.0	2	-4	-2	1	-25	0	x	-0.2
O=C1C2CCCCN2C(=O)N1CCCCN1CCN(c2ccccc2Oc2ccccc2)CC1 (stereo not drawn)
    -0.7	-3	-2	2	-2	-10	-3	i	-0.6
O=C(c1ccc(Oc2ccc(Cl)cc2)c([N+](=O)[O-])c1)N1CCCC1
    -1.6	-1	-20	3	2	-10	-13	i	0.1
